Bioassay records: PubChem BioAssay, several laboratories
LMP1 NFkB inh – EBV LMP1-driven NF-kappaB luciferase reporter inhibitors, primary screen, cell-based, luminescence, single point; LMP1-induced NF-kappaB luciferase reporter cells; inhibition, % at 12.5 µM; 0.69% of 350,000 active; in the data active = inhibition above about 41%;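 note: 0% = neutral control wells and 100% = reference inhibitor control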
SRC3 inh – SRC3 coactivator transcriptional activity inhibitors, primary screen, cell-based, luminescence; AID 588352, 2011; Nuclear receptor coactivator 3 (Homo sapiens), Q9Y6Q9; HEK293 GAL4-SRC3 luciferase reporter; 0.17% of 360,000 active; inhibition, % at 3.6 µM;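 active = inhibition above a per-campaign cutoff, the mean of all compounds plus 3 SD, cut at about 60% in these data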;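 note: 0% = DMSO-treated cells and 100% = gossypol-treated cells at 36 µM; higher means less SRC3-driven luciferase light from the GAL4 reporter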
C8 TRAIL sens – viability loss with TRAIL in NB7+C8 cells, primary screen, TRAIL sensitizer project, cell-based, ATPlite luminescence. inhibition (viability loss, TRAIL sensitization), % at 10 µM. 1% of 360,000 active;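 active = compounds causing at least 50% loss of cell viability in the single-dose screen, relative to plate controls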
LRH-1 inv ag – LRH-1 (NR5A2) inverse agonists, primary screen, cell-based, luminescence, HEK293T, StAR-luciferase reporter. LRH-1 transfected, 24 h. 0.13% of 360,000 active. inhibition, % at 3.6 µM. AID 602396, 2012. Nuclear receptor subfamily 5 group A member 2 (Homo sapiens), O00482;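 active = inhibition above the mean inhibition of all tested compounds plus 3 SD, cut at about 73% in these data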;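 note: 0% = DMSO wells and 100% = reporter-only cells lacking LRH-1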
Target sequence (O00482 whole entry, looked up): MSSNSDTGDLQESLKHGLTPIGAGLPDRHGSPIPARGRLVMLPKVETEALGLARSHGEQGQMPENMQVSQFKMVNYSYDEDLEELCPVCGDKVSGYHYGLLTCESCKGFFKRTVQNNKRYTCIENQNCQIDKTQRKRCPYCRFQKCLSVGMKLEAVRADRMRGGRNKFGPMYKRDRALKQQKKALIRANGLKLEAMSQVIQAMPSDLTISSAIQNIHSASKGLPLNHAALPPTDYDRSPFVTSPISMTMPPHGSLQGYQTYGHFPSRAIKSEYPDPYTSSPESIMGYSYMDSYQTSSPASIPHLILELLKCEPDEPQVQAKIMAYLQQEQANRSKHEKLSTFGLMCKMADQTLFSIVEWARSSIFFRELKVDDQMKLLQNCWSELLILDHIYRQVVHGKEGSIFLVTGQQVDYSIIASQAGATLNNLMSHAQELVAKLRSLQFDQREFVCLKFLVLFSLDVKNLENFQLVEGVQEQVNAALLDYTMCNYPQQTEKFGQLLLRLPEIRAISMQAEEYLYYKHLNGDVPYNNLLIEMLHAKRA
NOD2-RIPK2 inh – NOD2-RIPK2 binding disruptors in cells, primary screen, fluorescence, CHO cells, BLA complementation; 0.38% of 360,000 active; CCF4 ratio; inhibition, % at 4.98 µM; AID 624267, 2012; Receptor-interacting serine/threonine-protein kinase 2 (Homo sapiens), O43353; in the data active = inhibition above about 21%;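 note: 0% = vehicle only and 100% = reference blocker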
TROY NFkB inh – inhibitors of TROY-driven NF-kB signaling, primary screen, Q293 LMP1-TROYcd cells, NF-kB luciferase, uHTS | Q293 LMP1-TROYcd NF-kB luciferase reporter, 4 h | inhibition, % at 10 µM | 0.98% of 360,000 active | AID 1347056, 2019;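 active = compounds whose plate-normalised and pattern-corrected inhibition of the luciferase reporter signal at the single screening dose is 50% or more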
COUP-TFII inh – NR2F2 transcriptional activity inhibitors, primary screen, cell-based, luciferase reporter, HEK293T, luminescence | AID 686940, 2013 | COUP transcription factor 2 (Homo sapiens), P24468 | 0.7% of 370,000 active | HEK293T NGFI-A luciferase reporter | inhibition, % at 8.6 µM;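 active = inhibition above a per-plate cutoff, mean inhibition of test wells between control levels plus 3 SD, cut at about 38% in these data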;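 note: cells cotransfected with COUP-TFII expression vector driving the NGFI-A reporter; 0% = median of COUP-TF2 test wells and 100% = reporter-only cells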
Target sequence (P24468 whole entry, looked up): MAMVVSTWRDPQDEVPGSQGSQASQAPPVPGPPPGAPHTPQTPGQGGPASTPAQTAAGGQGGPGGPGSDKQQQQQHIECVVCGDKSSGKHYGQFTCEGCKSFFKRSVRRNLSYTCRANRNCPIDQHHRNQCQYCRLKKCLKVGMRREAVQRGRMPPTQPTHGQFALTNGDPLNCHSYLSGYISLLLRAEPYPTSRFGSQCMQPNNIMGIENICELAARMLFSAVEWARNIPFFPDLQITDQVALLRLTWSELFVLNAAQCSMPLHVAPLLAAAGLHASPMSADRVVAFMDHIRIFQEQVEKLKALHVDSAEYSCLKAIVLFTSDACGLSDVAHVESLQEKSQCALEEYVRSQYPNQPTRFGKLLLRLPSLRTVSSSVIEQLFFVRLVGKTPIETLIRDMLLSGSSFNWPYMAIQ
TLR9-MyD88 block – inhibitors of TLR9-MyD88 association in cells, primary screen, cell-based, CHO, BLA complementation, fluorescence | inhibition, % at 4.98 µM | 0.21% of 340,000 active | Toll-like receptor 9 (Homo sapiens) + Myeloid differentiation primary response protein … | AID 504734, 2011 | CCF4 FRET ratio;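 active = inhibition above the mean over all tested compounds plus 3 SD, cut at about 21% in these data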;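 note: 0% = DMSO only wells and 100% = clavulanate BLA inhibitor control wells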
SRC2 inh – inhibition of GAL4-SRC2 driven luciferase reporter, primary screen, SRC2 inhibitor project, cell-based, luminescence. inhibition, % at 9 µM. 0.17% of 370,000 active. Nuclear receptor coactivator 2 (Homo sapiens), Q15596. HEK293 GAL4-SRC2 luciferase reporter;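 active = inhibition above the mean inhibition of all tested compounds plus 3 SD, set per campaign, cut at about 52% in these data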;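 note: 0% = DMSO treated cells and 100% = cells given Gossypol at 36 µM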
TWEAK-Fn14 inh – inhibitors of TWEAK-Fn14 signaling, primary screen, luciferase reporter cells, uHTS; inhibition, % at 10 µM; 2% of 360,000 active; TWEAK-stimulated Fn14 reporter cells, luciferase luminescence, 8 h; AID 1159606, 2016; in the data active = inhibition above about 50%
NCOA1 inh – SRC1 coactivator transcriptional activity inhibitors, primary screen, cell-based, luminescence | Nuclear receptor coactivator 1 (Homo sapiens), Q15788 | HEK293 GAL4-SRC1 luciferase reporter | inhibition, % at 3.6 µM | 0.12% of 360,000 active;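 active = inhibition above the campaign mean plus 3 SD, with each screening campaign given its own cutoff, cut at about 60% in these data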;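 note: 0% = DMSO treated cells and 100% = gossypol at 36 µM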
* marks the source's active call; other numbers are inactive results; . = no result given. An excerpt; the hit share may differ from the screen's.

SMILES	LMP1 NFkB inh	SRC3 inh	C8 TRAIL sens	LRH-1 inv ag	NOD2-RIPK2 inh	TROY NFkB inh	COUP-TFII inh	TLR9-MyD88 block	SRC2 inh	TWEAK-Fn14 inh	NCOA1 inh
COc1cccc(CN2CCN(Cc3ccc(O)cc3)CC2CCO)c1 (configuration not stated)	-7	17	5	9	8	8	-10	-4	-3	-2	8
CN(C)/N=C/C=C1\CCC/C(=C\c2ccc(F)c(F)c2)C1=O	-97	23	13	-11	-1	-13	3	.	-13	87*	-19
OCCN=Cc1c(O)[nH]c2ccccc12	-1	6	-4	11	-10	7	0	-14	-21	6	2
CCC(=O)[C@@]1(C)[C@H](C)C[C@H]2[C@@H]3CCC4=CC(=O)C=C[C@]4(C)[C@H]3[C@@H](O)C[C@@]21C	2	-41	4	2	-6	19	-2	1	1	-4	-22
Cc1noc(C)c1S(=O)(=O)NC(=O)C1(C)CCN1C(=O)Cc1ccc(-c2ccccc2)cc1 (configuration not stated)	.	6	-6	-16	-11	10	15	.	12	10	-5
C[C@@H](NC(=O)c1[nH]cnc1C(=O)Nc1ccccc1)c1ccccc1	-5	5	20	12	9	0	11	11	-3	15	7
Cc1ccc(Nc2ccc3nonc3c2[N+](=O)[O-])cc1	-5	-12	0	-13	-1	6	-8	-3	-9	-1	20
COc1ccc(-c2cc3ccccc3cn2)cc1	-34	-130	55*	-166	5	-12	-41	9	-45	43	-139
O=C(NC(=S)Nc1ccc(N2CCOCC2)cc1)c1cccc(Cl)c1	-4	-50	2	-11	4	-19	-4	-3	-75	-23	-32
CCNc1nc(N)nc(-c2cc(Cl)ccc2O)n1	-40	-52	47	-171	6	1	.	-2	.	64*	-105
CC(C)=CCC/C(C)=C/CNC(=O)C[C@H]1C[C@H](C(=O)N2CCCCC2)[C@@]2(CCc3ccccc3)c3[nH]c4cc(-c5ccco5)ccc4c3CCN2C1=O	7	14	1	9	0	1	.	-2	.	32	2
CCOC(=O)C1=C(O)/C(=C\c2ccc(CNC(=O)C(=O)Nc3ccccc3)o2)N=C1C	-3	-1	-3	-19	-8	16	17	-14	4	5	3
Cc1ccccc1OC(C)C(=O)NC1CCCC1 (configuration not stated)	3	10	1	-8	1	15	11	4	-2	-6	2
CCn1nc(C)c(CNC(=O)c2cc(COc3ccc(F)cc3Cl)on2)c1C	21	42	20	11	4	37	41*	1	33	17	27
COc1ccc(OC)c(S(=O)(=O)Nc2cc(C(=O)O)ccc2N2CC3CC(C2)c2cccc(=O)n2C3)c1 (configuration not stated)	4	6	-7	0	-9	10	16	6	-1	-2	-2
COc1ccc(/C(C)=N\NS(=O)(=O)c2ccccc2)cc1OC	1	15	-4	-12	-11	-7	-13	9	-9	1	5
Cc1nc(N2CCC(C)CC2)c2c(C)c(C(=O)O)sc2n1	-3	4	18	34	0	2	0	-10	-17	-6	2
CCC(=O)N/N=C(\C)CC(=O)Nc1ccc2c(c1)OCCO2	-1	12	7	-6	-5	21	-2	-3	6	14	-8
COc1ccc(NC(=O)C[C@H]2C(=O)N(c3ccccc3)C[C@@H]2CSC)cc1	0	7	4	-2	4	-1	18	-2	-3	-6	11
NC(=O)C1CCN(C(=O)CC2C(=O)NCCN2Cc2cccc(Oc3ccccc3)c2)CC1 (configuration not stated)	-7	16	9	-5	2	19	-6	-17	-32	6	-29
CCC1SC2=NC(C)=C(C(=O)OC)C(c3ccc(C(=O)OC)cc3)N2C1=O (configuration not stated)	0	17	-5	10	-2	18	-4	-8	-7	-17	-38
C=CCN=c1sc(C(=O)OC)cc(=O)n1CC=C	0	24	-4	3	4	-1	-21	-10	11	13	-4
O=C(COC(=O)COc1cccc(F)c1)NCCC1=CCCCC1	4	18	2	-9	-1	8	-5	6	7	-21	-6
CC(=O)c1cccc(Nc2cc(C)nc3ccccc23)c1	0	0	-21	7	7	6	21	3	-23	3	9
FC(F)(F)c1cc(-c2ccccc2)nc(NCc2cccs2)n1	-6	25	13	18	6	15	0	-9	8	14	16
Cc1ccccc1NS(=O)(=O)c1ccc(C(=O)N2CCN(S(=O)(=O)c3ccccc3)CC2)cc1	5	-7	18	-42	-12	1	-3	-16	-42	1	-9
CCCCOC(=O)CCc1c(C)[nH]c(=S)[nH]c1=O	2	6	5	-11	-7	1	6	8	6	-3	-5
CCC(C)(C)C1CCC2(CC1)NC(=O)N(CC(=O)NCCc1c[nH]c3ccccc13)C2=O (configuration not stated)	-10	2	19	-17	-20	18	5	-7	-10	6	-42
COc1ccc(C(=O)NNC(=O)CN2CCC(n3nnc4cc(F)ccc43)CC2)cc1	5	4	-10	-12	-32	-9	9	-2	-13	17	8
O=C(OCCN(C1=NS(=O)(=O)c2ccccc21)c1ccc(Cl)cc1)c1ccco1	7	6	-5	-14	-7	19	8	-14	-4	-1	-3

Sorted by heavy-atom count (ascending): 12 of the compounds above.
SMILES	LMP1 NFkB inh	SRC3 inh	C8 TRAIL sens	LRH-1 inv ag	NOD2-RIPK2 inh	TROY NFkB inh	COUP-TFII inh	TLR9-MyD88 block	SRC2 inh	TWEAK-Fn14 inh	NCOA1 inh
CCCCOC(=O)CCc1c(C)[nH]c(=S)[nH]c1=O	2	6	5	-11	-7	1	6	8	6	-3	-5
CC(=O)c1cccc(Nc2cc(C)nc3ccccc23)c1	0	0	-21	7	7	6	21	3	-23	3	9
CCC(=O)N/N=C(\C)CC(=O)Nc1ccc2c(c1)OCCO2	-1	12	7	-6	-5	21	-2	-3	6	14	-8
COc1ccc(/C(C)=N\NS(=O)(=O)c2ccccc2)cc1OC	1	15	-4	-12	-11	-7	-13	9	-9	1	5
O=C(COC(=O)COc1cccc(F)c1)NCCC1=CCCCC1	4	18	2	-9	-1	8	-5	6	7	-21	-6
COc1ccc(NC(=O)C[C@H]2C(=O)N(c3ccccc3)C[C@@H]2CSC)cc1	0	7	4	-2	4	-1	18	-2	-3	-6	11
O=C(OCCN(C1=NS(=O)(=O)c2ccccc21)c1ccc(Cl)cc1)c1ccco1	7	6	-5	-14	-7	19	8	-14	-4	-1	-3
COc1ccc(C(=O)NNC(=O)CN2CCC(n3nnc4cc(F)ccc43)CC2)cc1	5	4	-10	-12	-32	-9	9	-2	-13	17	8
CCC(C)(C)C1CCC2(CC1)NC(=O)N(CC(=O)NCCc1c[nH]c3ccccc13)C2=O (configuration not stated)	-10	2	19	-17	-20	18	5	-7	-10	6	-42
NC(=O)C1CCN(C(=O)CC2C(=O)NCCN2Cc2cccc(Oc3ccccc3)c2)CC1 (configuration not stated)	-7	16	9	-5	2	19	-6	-17	-32	6	-29
Cc1ccccc1NS(=O)(=O)c1ccc(C(=O)N2CCN(S(=O)(=O)c3ccccc3)CC2)cc1	5	-7	18	-42	-12	1	-3	-16	-42	1	-9
COc1ccc(OC)c(S(=O)(=O)Nc2cc(C(=O)O)ccc2N2CC3CC(C2)c2cccc(=O)n2C3)c1 (configuration not stated)	4	6	-7	0	-9	10	16	6	-1	-2	-2

An excerpt from above in order of SMILES length, rising:
SMILES	LMP1 NFkB inh	SRC3 inh	C8 TRAIL sens	LRH-1 inv ag	NOD2-RIPK2 inh	TROY NFkB inh	COUP-TFII inh	TLR9-MyD88 block	SRC2 inh	TWEAK-Fn14 inh	NCOA1 inh
CC(=O)c1cccc(Nc2cc(C)nc3ccccc23)c1	0	0	-21	7	7	6	21	3	-23	3	9
CCC1SC2=NC(C)=C(C(=O)OC)C(c3ccc(C(=O)OC)cc3)N2C1=O (configuration not stated)	0	17	-5	10	-2	18	-4	-8	-7	-17	-38
CCC(C)(C)C1CCC2(CC1)NC(=O)N(CC(=O)NCCc1c[nH]c3ccccc13)C2=O (configuration not stated)	-10	2	19	-17	-20	18	5	-7	-10	6	-42

Carrying on:
SMILES	LMP1 NFkB inh	SRC3 inh	C8 TRAIL sens	LRH-1 inv ag	NOD2-RIPK2 inh	TROY NFkB inh	COUP-TFII inh	TLR9-MyD88 block	SRC2 inh	TWEAK-Fn14 inh	NCOA1 inh
Cc1cccc(-c2nc(CN3CCCC(C(=O)NC4CCCC4)C3)c(C)o2)c1 (configuration not stated)	9	9	-5	0	-15	-14	12	1	-4	-5	-11
O=C(Nc1nc2c(Cl)ccc(Cl)c2s1)c1ccco1	-9	0	-12	12	14	-20	3	1	-21	13	-4
CCC(C)NC(=O)C1CCCN(S(=O)(=O)c2ccc3c(c2)CC(C)N3C(=O)C2CC2)C1 (configuration not stated)	2	-3	-7	18	-22	2	3	4	10	-10	-2
COc1cc(NC(=S)N2CCN(C(c3ccccc3)c3ccccc3)CC2)cc(OC)c1	5	14	1	-39	-1	-2	-7	5	-7	21	0
CCc1ccc2c(CN3CCC(C(=O)OC)CC3)cc(=O)oc2c1	-3	-14	16	5	-4	-26	-22	9	16	-28	-32
CCCN(Cc1cc(=O)[nH]c2ccccc12)C(=O)CC	-4	2	-1	22	3	-1	-12	-2	1	2	2
O=C(CCCCCN1C(=O)c2ccccc2C1=O)Oc1ccc2c3c(c(=O)oc2c1)CCC3	4	-48	14	-44	-1	13	7	-8	12	-2	-57
Cc1nnc(NC(=O)CSCc2ccccc2)s1	-7	7	-6	4	-7	15	-5	5	1	9	15
C/C(CCc1ccccc1)=N\NC(=S)NCCc1ccccc1	-1	-15	-13	14	-7	-15	-20	-1	22	6	9
COC(=O)c1ccc(COC(=O)C2CCN(S(=O)(=O)c3ccc(C)c(C)c3)CC2)o1	1	13	-11	23	-15	11	-6	-3	-21	-9	6
CCNC(=O)C1(C)CCN(C(=O)c2ccccc2)C1 (configuration not stated)	.	-4	-14	-7	-7	9	-7	.	-3	-6	6
Cc1ccc(Cn2c(CCC(=O)O)nc3ncccc3c2=O)cc1	-1	-19	-4	9	-3	-2	12	-4	8	-3	12
O=C(Oc1c(Br)cc(Br)c2cccnc12)N1CCCCC1	-2	-11	1	5	1	-2	5	0	-1	28	6
CNc1nc(Sc2cccc(C(F)(F)F)c2)cc(C(F)(F)F)n1	3	3	-27	6	-8	0	-7	0	5	-12	5
CN(C)c1cccc(CNC(=O)c2ccc3sc([C@@H]4O[C@H](CO)[C@H](O)[C@H](O)[C@H]4O)nc3c2)c1	.	-8	-5	14	-8	-4	-8	.	9	-3	15
CCOC(=O)c1ccc(NC(=S)N2CCN(c3ccccn3)CC2)cc1	2	-24	-18	-13	-19	-15	-3	-2	-5	7	8
CCc1ccc(NC(=O)Cn2nnc(C(=O)NCc3ccco3)c2N)cc1	-1	8	-4	-2	-6	-10	1	-3	13	-3	-3
O=C(COc1ccc(Cl)cc1)Nc1ccccc1CO	-5	-20	11	-40	-7	-44	-11	2	-49	-4	-34
O=C(Nc1nc(-c2ccc(F)c(F)c2)cs1)Nc1ccc(F)cc1F	-30	-11	12	-6	-2	16	-13	7	-9	-8	-2
